Runt-CBFb FRET: blocks binding of human RUNX1 Runt domain to CBFb; Q01196+Q13951; Cerulean-Runt/Venus-CBFb FRET ratio 530/480, 1 h; inhibition, % at 20 µM; 0.46% of 220,000 active;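 active means inhibition over about 50% at 20 µM in the single-dose screen, limit read from the data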;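 further: 0% = DMSO wells and 100% = excess unlabeled CBFb competitor control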
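Reagent – Venus-CBFb binding partner, 100 nM · Assay system – Cerulean-tagged RUNX1 Runt domain (FRET donor) fusion protein · Input – 100 nM per protein · Incubation – two 1 h room-temperature incubations shielded from light · Measured by – FRET fluorescence · Medium – Tris buffer pH 7.5 with salts and BSA · Benchmarks – unlabeled CBFb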
RBBP9 inh: inhibitors of human serine hydrolase RBBP9 | O75884 | recombinant RBBP9, FP-Rh probe fluorescence polarization | inhibition, % at 7.94 µM | 0.2% of 220,000 active | AID 1515;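 active means inhibition above the campaign mean of all tested compounds plus 3 SD, cut at about 14% in these data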;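 further: plate controls were DMSO wells with RBBP9 for no effect and wells lacking RBBP9 protein for full effect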
Target sequence (O75884 whole entry, looked up): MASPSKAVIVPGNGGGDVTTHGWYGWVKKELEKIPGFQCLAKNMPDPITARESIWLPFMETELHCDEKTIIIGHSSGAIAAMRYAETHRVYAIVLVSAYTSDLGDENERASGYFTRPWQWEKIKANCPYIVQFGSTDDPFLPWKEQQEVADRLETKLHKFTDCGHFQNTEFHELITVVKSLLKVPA
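Controls: DMSO-treated enzyme wells and wells lacking RBBP9 | Material: RBBP9 protein | Technique: Fluorescence polarization | Replication: Single well per compound, no replicates | Buffer or medium: Tris-NaCl-Pluronic buffer, pH 8.0 | Timing: 30 min compound preincubation, 45 min probe labeling, 25 °C | Read-out basis: Percent inhibition from mP, scaled between DMSO and no-protein wells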
NPY-Y1 PAM-ag: potentiators or agonists of human neuropeptide Y receptor Y1; P25929; NPY-Y1 expressing cells, potentiator/agonist activation; AID 1304; 0.37% of 220,000 active; activation, % at 3.6 µM; in the data active means activation above about 33%, passing the limit was not always enough;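 further: cells stimulated with NPY at EC10 then isoproterenol at EC100; 0% = low agonist plus stimulus and 100% = saturating agonist plus stimulus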
S1P4 ag: agonists of human S1P4 receptor; O95977; S1P4-expressing cell line, agonist reporter assay; activation, % at 4.98 µM; 0.35% of 220,000 active; in the data active means activation above about 11%;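 further: 0% = DMSO vehicle and 100% = reference agonist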
Target sequence (O95977 whole entry, looked up): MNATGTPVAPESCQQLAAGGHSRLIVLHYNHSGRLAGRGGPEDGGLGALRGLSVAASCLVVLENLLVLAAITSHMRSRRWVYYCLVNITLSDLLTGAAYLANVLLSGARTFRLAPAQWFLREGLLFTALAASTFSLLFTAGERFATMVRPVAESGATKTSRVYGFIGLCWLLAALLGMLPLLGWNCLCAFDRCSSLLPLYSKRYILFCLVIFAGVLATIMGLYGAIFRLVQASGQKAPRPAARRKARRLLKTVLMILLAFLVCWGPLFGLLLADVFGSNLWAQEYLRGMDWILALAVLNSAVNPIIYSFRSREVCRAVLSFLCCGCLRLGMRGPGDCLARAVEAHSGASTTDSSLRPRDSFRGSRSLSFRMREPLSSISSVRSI
NPY Y1 blocker: antagonists of human neuropeptide Y receptor Y1; HEK293-CNG Y1 cells, membrane potential fluorescence; NPY at EC95, then isoproterenol; inhibition, % at 3.6 µM; 1% of 200,000 active;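 active means inhibition above the campaign mean inhibition of all tested compounds plus 3 SD, cut at about 20% in these data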;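 further: 0% = DMSO wells given NPY plus isoproterenol and 100% = isoproterenol alone without NPY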
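Assay system: HEK293 cells with Y1 receptor plus CNG channel | Probe or stimulus: NPY (25 nM), isoproterenol (1 µM), Ro 20-1724 (25 µM) | Timing: Compound incubation 1 h at room temperature, readout 45 min post-stimulation | Measured by: Membrane-potential fluorescent dye readout | Benchmarks: High control isoproterenol alone, low control NPY with isoproterenol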
Ba/F3 V617F tox: reduce viability of Ba/F3 cells dependent on JAK2V617F; Ba/F3 EpoR-JAK2V617F viability, ATP luminescence; inhibition, % at 5.6 µM; 1.1% of 220,000 active; AID 1446;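 active means inhibition above the campaign mean plus 3 SD over all tested compounds, cut at about 24% in these data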;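 further: cytokine-independent growth of Ba/F3 cells driven by EpoR plus mutant JAK2; 0% = DMSO-treated cells and 100% = JAK inhibitor I control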
NPY-Y2 PAM-ag: potentiates or activates human NPY-Y2 receptor; AID 1359; activation, % at 3.6 µM; 0.45% of 220,000 active; cells expressing NPY-Y2, potentiator/agonist read-out; in the data active means activation above about 27%;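 further: cells stimulated with NPY near EC25 plus isoproterenol at EC100; 0% = vehicle plus submaximal agonist and 100% = vehicle plus saturating agonist; some results beyond the cut were filed as inactive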
Target sequence (P49146 whole entry, looked up): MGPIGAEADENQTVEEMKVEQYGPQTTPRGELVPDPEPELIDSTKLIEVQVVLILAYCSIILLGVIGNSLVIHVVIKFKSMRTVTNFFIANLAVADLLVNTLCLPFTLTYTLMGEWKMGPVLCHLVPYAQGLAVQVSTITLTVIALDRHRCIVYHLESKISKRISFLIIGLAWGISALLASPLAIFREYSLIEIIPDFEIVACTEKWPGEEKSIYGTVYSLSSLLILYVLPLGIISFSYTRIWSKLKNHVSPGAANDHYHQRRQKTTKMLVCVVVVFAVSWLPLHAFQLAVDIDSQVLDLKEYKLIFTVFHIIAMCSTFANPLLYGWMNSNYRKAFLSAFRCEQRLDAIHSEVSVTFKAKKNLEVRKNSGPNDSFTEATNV
S1P4 antag: antagonists of human S1P4 receptor; S1P4-expressing cells, antagonist mode, reporter read-out; inhibition, % at 4.98 µM; 0.26% of 220,000 active; AID 1510; in the data active means inhibition above about 29%;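 further: 0% = wells stimulated with agonist and 100% = vehicle wells without agonist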
BaF3 parental: reduces parental Ba/F3 cell viability, JAK2V617F counter-screen; CellTiter-Glo ATP luminescence; inhibition, % at 5.6 µM; 1.1% of 220,000 active; AID 1486;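 active means inhibition above a per-campaign cutoff, the mean inhibition of all tested compounds plus 3 SD, cut at about 27% in these data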;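 further: 0% = DMSO wells and 100% = JAK Inhibitor I control wells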
Numbers without * were called inactive; . = not tested or not shown.

SMILES | Runt-CBFb FRET | RBBP9 inh | NPY-Y1 PAM-ag | S1P4 ag | NPY Y1 blocker | Ba/F3 V617F tox | NPY-Y2 PAM-ag | S1P4 antag | BaF3 parental
C#CCSc1nc(-c2cccs2)ccc1C#N | 2 | 3 | -34 | 2.4 | 16 | -2 | -2 | -9 | 2
CCNCCC(=O)N1c2ccccc2Sc2ccc(NC(=O)OCC)cc21 | -2 | 7 | 1 | -0.1 | 1 | 10 | 5 | 3 | 6
O=[N+]([O-])c1cc(/C=N/O)ccc1N1CCCC1 | -1 | -5 | 2 | -2.7 | 1 | -3 | -8 | 9 | -4
CCC(C)C(NC(=O)C1CCC(C)CC1)C(=O)NCc1ccccn1 (configuration not stated) | -2 | -8 | 20 | 1.2 | 12 | -3 | 7 | 1 | 4
O=C(NCCN1CCOCC1)c1cc(S(=O)(=O)NCCCN2CCCC2=O)ccc1Cl | 2 | -4 | 15 | 2.7 | 4 | 2 | 6 | -20 | 3
COC(=O)c1cc(NC(=O)c2ccccc2)c(=O)oc1C | 2 | -8 | -1 | 1.8 | -3 | 1 | 8 | -5 | 3
NNC(=O)CNc1ccccc1Cl | 2 | -4 | 10 | 1.3 | -1 | 0 | 1 | -17 | 0
O=C(CSC1CC(=O)N(CCc2ccccc2)C1=O)Nc1cccc(Cl)c1 (configuration not stated) | 8 | -13 | -33 | 2.6 | 6 | -2 | -5 | -10 | 3
CSc1nnc(-c2sc3cc(C(F)(F)F)cnc3c2-c2ccccn2)n1C | 0 | 4 | -9 | 2.7 | 4 | -3 | -4 | -15 | 4
Cc1ccc(-c2nc(C)sc2CC(=O)NCc2ccco2)cc1 | 4 | 10 | 4 | -2.2 | 0 | -4 | 10 | -16 | 2
C/C(=N/OC(=O)c1ccc(C)cc1)c1ccc(N2C(=O)C3CCCCC3C2=O)cc1 (configuration not stated) | -3 | -3 | 14 | -2.1 | 5 | 0 | 6 | -12 | 5
COc1ccc(NC(=O)/C=C/c2ccc3c(c2)OCO3)cc1 | 0 | 0 | 0 | 0.5 | 9 | 13 | -16 | -8 | 13
Nc1nc(CN2CCN(Cc3ccccc3)CC2)nc(N2CCCc3ccccc32)n1 | -2 | 9 | -3 | 0.5 | 9 | -2 | -17 | -12 | 7
COc1ccc(S(=O)(=O)N2CCCCC2)cc1Br | 0 | 7 | 6 | -0.2 | 5 | 6 | -8 | 0 | 8
O=C1C(Cc2ccc(O)cc2)NC(=S)N1c1ccccc1 (configuration not stated) | -3 | -2 | 8 | 1.3 | -2 | -4 | -4 | -10 | 2
Fc1ccccc1OCCCCCN1CCCC1 | 0 | -7 | 1 | -0.8 | 4 | -4 | -5 | -6 | 3
CCOC(=O)c1ccc(N2CCN(c3ccccc3F)CC2)c(NC(=O)Nc2ccccc2)c1 | -2 | -28 | -16 | -3.0 | 1 | -3 | 2 | -5 | 1
Nc1cc(-c2ccc(Br)cc2)nn1S(=O)(=O)c1ccccc1 | -1 | -5 | 8 | -2.0 | -1 | 1 | 13 | -4 | 6
COc1ccc(-c2[nH]c(-c3ccc(Cl)cc3)nc2SCC(=O)Nc2nccs2)cc1 | -1 | 3 | 9 | 0.4 | -2 | -3 | 4 | -11 | 1
COCCN=c1scc(-c2cccs2)n1/N=C(\C)c1ccco1 | -1 | -1 | 14 | 1.7 | 11 | 1 | 9 | -8 | 0

Copied from the list:
Reading for COc1ccc(S(=O)(=O)N2CCCCC2)cc1Br in Runt-CBFb FRET: 0
Reading for CCNCCC(=O)N1c2ccccc2Sc2ccc(NC(=O)OCC)cc21 in NPY-Y2 PAM-ag: 5
Reading for NNC(=O)CNc1ccccc1Cl in Ba/F3 V617F tox: 0
Reading for Nc1cc(-c2ccc(Br)cc2)nn1S(=O)(=O)c1ccccc1 in Runt-CBFb FRET: -1
Reading for C#CCSc1nc(-c2cccs2)ccc1C#N in BaF3 parental: 2

(further entries)
SMILES | Runt-CBFb FRET | RBBP9 inh | NPY-Y1 PAM-ag | S1P4 ag | NPY Y1 blocker | Ba/F3 V617F tox | NPY-Y2 PAM-ag | S1P4 antag | BaF3 parental
CCOc1cc(/C=C/C(=O)Nc2ccc(C(=O)NCCN(CC)CC)cc2)ccc1OCC(C)C | -5 | -14 | 3 | 1.2 | 6 | 1 | -10 | -28 | 7
CC(=O)c1ccc(N2CCN(c3ccc(S(=O)(=O)NCCCN(C)C)cc3[N+](=O)[O-])CC2)cc1 | -1 | -4 | 5 | -0.2 | -5 | 9 | 7 | -15 | 6
Cc1onc(-c2ccccc2)c1C(=O)Nc1ccc(S(=O)(=O)Nc2nccs2)cc1 | 2 | 5 | 5 | 1.0 | . | -1 | 4 | -9 | -4
Cc1ccc(C(=O)Nc2nc(=O)n(C(=O)c3ccccc3Cl)s2)cc1 | 2 | 4 | -53 | 1.8 | 4 | 0 | -5 | -12 | 5
CCc1ccc(NC(=O)C(C)OC(=O)c2ccc(NS(=O)(=O)c3ccc(C)c([N+](=O)[O-])c3)cc2)cc1 (configuration not stated) | -3 | -16 | 42* | -0.2 | -12 | 0 | 19 | -9 | 6
COc1ccc(CC(=O)N(CC2CCCO2)c2nc3ccccc3s2)cc1 (configuration not stated) | -1 | -3 | 10 | -0.1 | 3 | 0 | 0 | -5 | 5
Cc1ccc(OCC(O)CN2C(=O)NC(C)(C)C2=O)cc1C (configuration not stated) | 2 | 1 | 10 | 1.2 | -3 | -6 | 15 | -9 | -1
O=C(NN1C(=O)C2C3c4ccccc4C(c4ccccc43)C2C1=O)c1ccc(Cl)cc1 (configuration not stated) | 3 | -1 | 4 | 1.1 | -2 | -2 | 14 | -6 | 6
CCNC(=S)Nc1sc2c(c1C#N)CCC(C)C2 (configuration not stated) | 3 | -2 | 5 | 1.9 | . | 2 | -18 | -1 | -5
COc1ccccc1/C=C/C=N/n1c(-c2cc(-c3ccccc3)n[nH]2)n[nH]c1=S | 17 | -13 | 3 | -0.4 | . | 0 | 3 | -6 | 1
Cc1ccc(C)c(N2CCN(c3cnn(-c4nc5ccccc5s4)c(=O)c3Cl)CC2)c1 | 1 | -3 | -21 | 2.6 | -4 | -1 | 4 | -29 | 3
CCCOC(=O)CCCC[C@H]1SC[C@@H](NC(=O)OC)[C@H]1NC(=O)OC | -2 | 6 | -20 | -1.0 | 1 | -2 | -11 | 2 | 4
O=C(NNC(=O)c1cccs1)c1ccc(Cl)c([N+](=O)[O-])c1 | -3 | -13 | -9 | 1.7 | 0 | 2 | 5 | -6 | -3
COc1ccc(CNS(=O)(=O)NCc2ccccc2)cc1 | 1 | -3 | -1 | 0.5 | 1 | 0 | -2 | -13 | 7
Cc1cc(C)n(-c2ccc(OCC(=O)O)nn2)n1 | -2 | -11 | -25 | 0.9 | -2 | -1 | 12 | -6 | 8
O=S(=O)(c1ccc(F)cc1)n1ccc(-c2cccc(OCc3ccc(Cl)cc3Cl)c2)n1 | 6 | -8 | 1 | -1.5 | 0 | -2 | -6 | -20 | 2
COCCCNC(=O)CCn1c(=O)c2ccccc2n(CC(=O)Nc2c(C)cccc2C)c1=O | -1 | -7 | 16 | 5.8 | 0 | -1 | 5 | -1 | 0
Cc1onc(-c2ccccc2Cl)c1C(=O)NC1CCS(=O)(=O)C1 (configuration not stated) | 0 | -4 | 3 | -1.7 | 0 | -2 | 2 | -21 | 4
CN(Cc1ccccc1)c1nc2c(c(=O)n(C)c(=O)n2C)n1CCSc1ncccn1 | 0 | 0 | -10 | 0.9 | 5 | -1 | 1 | 1 | 3
CCc1ccc(OC)c(S(=O)(=O)Nc2ccccc2C)c1 | 3 | -9 | 28 | -0.4 | -2 | 6 | 2 | -12 | 5

Next section; the last two above are carried over.
SMILES | Runt-CBFb FRET | RBBP9 inh | NPY-Y1 PAM-ag | S1P4 ag | NPY Y1 blocker | Ba/F3 V617F tox | NPY-Y2 PAM-ag | S1P4 antag | BaF3 parental
CN(Cc1ccccc1)c1nc2c(c(=O)n(C)c(=O)n2C)n1CCSc1ncccn1 | 0 | 0 | -10 | 0.9 | 5 | -1 | 1 | 1 | 3
CCc1ccc(OC)c(S(=O)(=O)Nc2ccccc2C)c1 | 3 | -9 | 28 | -0.4 | -2 | 6 | 2 | -12 | 5
CCOC(=O)c1ccccc1NC(=O)Cn1cnc2c(nnn2-c2ccc(C)cc2)c1=O | 0 | -5 | -5 | 1.1 | 4 | -2 | -3 | -6 | 3
CCC(=O)Nc1c(-c2ccccc2)c(=O)c2ccccc2n1C | 2 | -3 | -2 | -0.8 | . | -5 | 5 | 14 | -1
CC(C)(C)n1nnnc1C(c1ccccn1)N(Cc1ccccc1)Cc1ccc(Cl)cc1 (configuration not stated) | 0 | -4 | 14 | -1.1 | 9 | -2 | -5 | 16 | 2
Cc1ccccc1NC(=S)NC(C)CCc1ccccc1 (configuration not stated) | 1 | -3 | 8 | -1.9 | 7 | 4 | 0 | 0 | 9
Cc1ccccc1NC(=O)CNc1ccccc1N1CCCCC1 | . | -11 | 3 | 1.3 | 6 | 0 | -1 | -6 | 4
O=c1oc2ccccc2n1CSc1nc2ccccc2s1 | -2 | -3 | -42 | -0.6 | 8 | 1 | -38 | -9 | 3
COc1ccccc1N1CCN(C(=O)c2cc3cc(Br)ccc3oc2=O)CC1 | 1 | -9 | -32 | -2.3 | 1 | -2 | -7 | -17 | 5
Cc1ccc(C(=O)COc2ccccc2-c2ccccc2)cc1 | -2 | 0 | -28 | 0.3 | 5 | -1 | -9 | -18 | 7
O=C(CSc1nnc2n(C3CCCCC3)c(=O)c3ccccc3n12)OC1CCCCC1 | 1 | -3 | -2 | 0.4 | 2 | 0 | 16 | -10 | 4
CCN(CC)S(=O)(=O)c1cccc(NC(=O)COC(=O)CCC(=O)c2cccs2)c1 | 0 | 1 | 12 | 1.4 | 7 | -1 | 11 | -10 | 8
Cc1ccc(C(O)P(=O)(OCc2ccccc2)c2ccc(N(C)C)cc2)cc1 (configuration not stated) | 0 | -2 | 6 | 0.8 | . | -2 | 4 | -3 | -2
Cc1cc(=O)oc2cc(OCC(=O)Nc3nnc(C(C)C)s3)ccc12 | 1 | 0 | 7 | -4.5 | 8 | -5 | 14 | 13 | 1
CCCc1cc(C(=O)Nc2sc(C)c(C)c2C(=O)OCC)no1 | 15 | -7 | -2 | -0.4 | 0 | 4 | 0 | 5 | 8
Cc1cccc(Cn2c(N3CCCCC3C)nc3c2c(=O)[nH]c(=O)n3C)c1 (configuration not stated) | -5 | -10 | 11 | -1.1 | 12 | -5 | 17 | -37 | 2
CCSc1nc(-c2ccccc2)c(C#N)c(=O)[nH]1 | 3 | 1 | -14 | 1.1 | -2 | -4 | 6 | 0 | 0
COC(=O)[C@H](CCSC)NC(=O)Nc1ccc(C(C)=O)cc1 | -3 | -5 | 12 | 0.7 | -5 | 0 | -3 | -5 | 6

Screening results deposited in PubChem BioAssay by several laboratories.
